# Screening data deposited in PubChem BioAssay by Johns Hopkins Ion Channel Center.
# CHT PAM: allosteric activators of human choline transporter CHT; CHT-expressing cells, membrane potential dye, choline EC20; active compounds read high; LV-AA mutant CHT in HEK293 cells; B-score at 10 µM; 310,000 compounds, 0.49% hits;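 active means initial fluorescence not abnormally high and integrated response B-score, plate-corrected, over 3 SD above library mean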
# Target sequence (Q9GZV3 whole entry, looked up): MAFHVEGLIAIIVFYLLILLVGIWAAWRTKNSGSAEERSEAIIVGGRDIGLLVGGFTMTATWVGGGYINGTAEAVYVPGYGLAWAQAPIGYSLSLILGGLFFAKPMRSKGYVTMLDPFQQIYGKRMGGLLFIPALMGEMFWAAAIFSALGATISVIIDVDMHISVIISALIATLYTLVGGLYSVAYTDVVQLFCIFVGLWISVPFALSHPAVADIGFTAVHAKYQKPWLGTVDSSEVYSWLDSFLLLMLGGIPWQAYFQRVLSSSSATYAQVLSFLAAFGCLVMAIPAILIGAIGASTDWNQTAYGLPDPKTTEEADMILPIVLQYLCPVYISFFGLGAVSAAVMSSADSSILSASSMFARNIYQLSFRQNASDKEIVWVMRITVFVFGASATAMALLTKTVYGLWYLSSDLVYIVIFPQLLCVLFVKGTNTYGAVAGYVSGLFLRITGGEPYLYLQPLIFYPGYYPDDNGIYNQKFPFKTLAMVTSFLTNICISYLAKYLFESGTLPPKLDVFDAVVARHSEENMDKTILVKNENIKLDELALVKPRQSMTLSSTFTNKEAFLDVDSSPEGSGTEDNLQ
# CHT inh: inhibitors of human choline transporter CHT; Q9GZV3; CHT-expressing cells, membrane potential dye, choline response; active compounds read low; B-score at 10 µM; 310,000 compounds, 0.86% hits; AID 488975;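 active means B-score over 3 SD under the library average, and starting fluorescence ratio not unusually high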;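 further: choline stimulus applied at its EC90 after an EC20 pre-addition; B-score computed on integrated fluorescence ratio after choline addition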
# * = called active by the depositor; i = inactive. The order is random; about 1.4% have a hit in one of these screens.
# Start of the data: the first 6 compounds (preview)
SMILES,CHT PAM,CHT inh
C=CCn1c(CNC(=O)c2ccco2)nnc1SCC(=O)Nc1cccc(Br)c1,i,i
CSc1ccccc1Nc1ncnc(N)n1,i,i
C=C1CCN([C@@H](Cc2ccccc2)C(=O)NC2CCN(Cc3ccccc3)CC2)S(=O)(=O)c2ccccc21,i,i
COc1ccc2c(c1OC)C(=O)N1N=C(c3ccc(O)cc3)CC21 (stereo not given),i,i
O=C1CC(c2ccccc2)c2ccccc21 (stereo not given),i,i
COc1ccccc1-n1nc(C(=O)NCc2ccco2)c2ccccc2c1=O,i,i

# Main list, previewed entries included:
SMILES,CHT PAM,CHT inh
C=CCn1c(CNC(=O)c2ccco2)nnc1SCC(=O)Nc1cccc(Br)c1,i,i
CSc1ccccc1Nc1ncnc(N)n1,i,i
C=C1CCN([C@@H](Cc2ccccc2)C(=O)NC2CCN(Cc3ccccc3)CC2)S(=O)(=O)c2ccccc21,i,i
COc1ccc2c(c1OC)C(=O)N1N=C(c3ccc(O)cc3)CC21 (stereo not given),i,i
O=C1CC(c2ccccc2)c2ccccc21 (stereo not given),i,i
COc1ccccc1-n1nc(C(=O)NCc2ccco2)c2ccccc2c1=O,i,i
CC(=O)NC(Cc1ccccc1)C(=O)OCC(=O)c1ccccc1 (stereo not given),i,i
COc1ccc(S(=O)(=O)Cc2ccc(C(=O)NCC(OC)OC)o2)cc1,i,i
FC(F)Sc1ccc(NC(=S)NC2CCCC2)cc1,i,i
CCN(CC)CCOC(=O)c1ccc(NC(=O)CNC(=O)c2ccccc2)cc1,i,i
Cn1c(CCC(=O)OCC(=O)NCC(F)(F)F)nc(=O)c2ccccc21,i,i
Cn1c(Cc2ccccc2)nnc1SCC(=O)NC1CCCCC1,i,i
COc1ccc(Cl)cc1NC(=O)CN1CCCCCC1,i,i
O=C1NN(c2cccc(Br)c2)C(=O)/C1=C/c1ccc(-c2cc([N+](=O)[O-])ccc2O)o1,i,i
COc1cccc(/C=N/c2nc3ccccc3n2C)c1O,i,i

# A different layout for some results above:
> COc1ccc(S(=O)(=O)Cc2ccc(C(=O)NCC(OC)OC)o2)cc1
  CHT PAM = i | CHT inh = i

> FC(F)Sc1ccc(NC(=S)NC2CCCC2)cc1
  CHT PAM = i | CHT inh = i

# Continued.
SMILES,CHT PAM,CHT inh
Cc1cc(C=O)c(C)n1-c1ccc(N2CCOCC2)cc1,i,i
O=C(NN1CCOCC1)C12CC3CC(CC(C3)C1)C2,i,i
O=C(NCc1ccccc1)c1cccc(S(=O)(=O)N2CCOCC2)c1,i,i
N#Cc1ccc(CSc2nnc3[nH]c(=O)cc(N)n23)cc1,i,i
Cc1cccc(NC(=O)c2ccc(C(=O)c3ccccc3)o2)c1,i,i
O=C(N/N=C1\CCc2ccccc21)c1ccncc1,i,i
CS/C(=N\S(=O)(=O)c1ccc(N)cc1)NS(=O)(=O)c1cccs1,i,i
COC(=O)/C=C1\SC(=Nc2ccccc2)NC1=O,i,i
COc1cc(OC)c(OC)cc1/C=N/n1c(COc2ccccc2)n[nH]c1=S,i,i
COc1cccc(N2CCN(c3c(C#N)c(C(F)(F)F)nn3C)CC2)c1,i,i
CCN(c1ccc(OC)cc1)c1ncnc2nc[nH]c12,i,i
c1ccc2c(c1)CCN(Cc1nnnn1Cc1ccc3c(c1)OCO3)C2,i,i
CCN(CC)C(=O)C1CCCN(c2ccc([N+](=O)[O-])cc2/C=N/NC(=O)c2cccc(O)c2)C1 (stereo not given),i,i
O=C(COc1ccc2ccccc2c1Br)NCc1ccccn1,i,i
Cc1ncc(C[n+]2ccc(C)c(C)c2)c(N)n1,i,i
O=C(NCC1CCCO1)c1ccc(F)c2ccccc12 (stereo not given),i,i
Cc1ccc(NC(=O)CSc2ccc(-c3ccccn3)nn2)cc1F,i,i
CCCN(Cc1nnc(-c2ccccc2Cl)o1)C(=O)c1ccc(C)c(S(=O)(=O)N2CCOCC2)c1,i,i
Cc1ccc(Cn2c(CCNc3nc(-c4ccc(Cl)c([N+](=O)[O-])c4)cs3)nc3cc(C(=O)NCCCO)ccc32)cc1,i,i
COc1ncccc1C(=O)N1CCCC(N2CCN(c3ccc(F)cc3)CC2)C1 (stereo not given),i,i
COCCCNC(=O)c1ccc(S(=O)(=O)c2ccc(C)cc2)c(NC(C)=O)c1,i,i
O=C(CN(C(=O)CCC(=O)Nc1nccs1)c1ccc2c(c1)OCO2)NCC1CCCO1 (stereo not given),i,i
COc1cccc(CN(C)Cc2cc(=O)oc3cc(O)c(Cl)cc23)c1,i,i
COc1ccc2c(C)cc(SCC(=O)Nc3cc(C(N)=O)cc(C(N)=O)c3)nc2c1,i,i
CCNC(=O)C1CCN(S(=O)(=O)c2ccc(F)cc2)CC1,i,i
Cc1ccccc1-c1nnn(CC(=O)N(C)CC(=O)Nc2ccccc2C(F)(F)F)n1,i,i
CCOc1ccccc1C1C2CCCCC2(O)CCN1C(=O)c1cccs1 (stereo not given),i,i
O=C(CNCc1ccc(Cl)cc1)NCc1ccco1,i,i
CN(C)C(=O)c1cnc(-c2ccccc2)nc1-c1ccccc1,i,i
CC(CC(=O)O)CC(=O)Nc1cccc([N+](=O)[O-])c1 (stereo not given),i,i
O=C(CNC(=O)c1cccs1)N/N=C/c1c[nH]c2ccccc12,i,i
Cn1ccc(C(=O)N2CCCc3ccccc32)n1,i,i
S=C1COC(c2ccccc2)N1c1ccccc1 (stereo not given),i,i
COc1ccc(Cl)cc1S(=O)(=O)N1CCN(C)CC1,i,i
CCCNC(=S)N1CCC(Cc2ccccc2)CC1,i,i
CCc1nnc(N/N=C/c2ccccc2Cl)n1N,i,i
O=C(CSCc1nc2c(nnn2Cc2ccc(F)cc2)c(=O)[nH]1)Nc1c(Cl)cc(Cl)cc1Cl,i,i
CCc1cc(C(=O)c2ccc(Br)cc2)c(NC(=O)CN(CC)CC)s1,i,i
Cc1nn(CC(=O)N2CCN(c3ccccc3)CC2)c(=O)c2cccn12,i,i
CCCCNC(=S)NNC(=O)c1sccc1C,i,i
Cc1ccc(C)c(NC(=O)C2CCC(C)(C(=O)O)C2(C)C)c1 (stereo not given),i,i
CN(C)C1=NCCN1CCc1ccccc1,i,i
CCN(CC)C(=O)CN1C(=O)C2(NC(=O)c3ccccc3N2)c2ccccc21 (stereo not given),i,i
Cc1ccccc1N=C1c2cc([N+](=O)[O-])ccc2-c2ncccc21,9.66*,i
CCCOc1ccc(C(=O)OCC(=O)c2c(N)n(C)c(=O)n(C)c2=O)cc1OC,i,i
Cc1ncsc1CCC(=O)N1CCCC(C(=O)c2cccc(Cl)c2)C1 (stereo not given),i,i
COc1cc(C(=O)N/N=C(\C)c2ccc(NC(=O)Cc3ccccc3)cc2)ccc1O,i,i
NCC(O)COc1ccc2c(c1)OCO2 (stereo not given),i,i
COc1ccccc1NC(=O)C1CCN(C(=O)NCc2ccccc2)CC1,i,i
N#CC1C(C#N)N2CCCN2C1c1ccc(Br)cc1 (stereo not given),i,i
CC(C)(C)C(=O)Nc1cc(C(F)(F)F)ccc1N1CCOCC1,i,i
O=C(c1cccnc1)N1CCN(Cc2cccc(Br)c2)CC1,i,i
CS(=O)(=O)N1CCN(c2ccccc2NC(=O)Cc2ccccc2)CC1,i,i
O=c1[nH]nc(Cc2ccc3ccccc3n2)c2ccccc12,i,i
COc1ccccc1CN(Cc1cc2c(C)ccc(C)c2[nH]c1=O)Cc1nnnn1Cc1ccco1,6.38*,i
COc1ccc(CCNC(=S)NCCc2c[nH]c3ccccc23)cc1,i,i
COc1ccc(-n2c(C)nn(CCOc3ccccc3)c2=O)cc1,i,i
CCN(CC)c1ccc2c(cc1=O)[C@@H](NC)CCc1cc(OC)c(OC)c(OC)c1-2,i,i
CCOC(=O)C1=C(C)Nc2ccccc2N=C1NC(=O)C(CC)c1ccccc1 (stereo not given),i,i
Cc1nn(Cc2ccc(Cl)cc2)c(C)c1NC(=O)c1cc(C(C)C)on1,i,i

# (more compounds)
SMILES,CHT PAM,CHT inh
CCOc1ccc(NC(=O)CS(=O)CC(=O)N(CC(=O)NC(C)(C)C)C2CCCC2)cc1 (stereo not given),i,i
CCc1ccccc1NC(=O)CN(C)C(=O)CSc1nnc(Nc2cccc(C)c2)s1,i,i
CC1CC(C)CN(C(=O)CSc2nnc(N)s2)C1 (stereo not given),i,i
NC(=O)CCC(NS(=O)(=O)c1ccc(Cl)cc1)C(=O)NCc1ccccc1Cl (stereo not given),i,i
C=CCc1cc(Cl)ccc1OCCCn1ccnc1,i,i
OC[C@@H]1CCCN1Cc1cn(-c2ccccc2)nc1-c1ccc2c(c1)OCO2,i,i
O=C(NCCCN1CCOCC1)c1ccc(Br)cc1,i,i
O=C(CSc1nnc(-c2ccc(F)cc2)c2ccccc12)Nc1c(F)cccc1F,i,i
Cc1ccc(S(=O)(=O)N2CCC(C(=O)Nc3ccc(S(=O)(=O)N4CCCC4)cc3)CC2)cc1C,i,i
CCOC(=O)CC(=O)CSc1[nH]c(=O)cc(C)c1C#N,i,i
CC(C)COC(=O)c1ccc2c(c1O)C(=O)c1ccccc1C2=O,i,i
CC(=O)c1sc(N/N=C/c2cccc([N+](=O)[O-])c2)nc1C,i,i
CC(C)n1nccc1NC(=O)Nc1ccccc1,i,i
CC1CCN(c2ccc(/C=C(\C#N)c3nn(-c4ccccc4)c(N)c3C#N)cc2[N+](=O)[O-])CC1,i,i
CCc1ccc(NC(=O)c2cc(-c3ccc4c(c3)OCO4)on2)cc1,i,i

# Profiles, looked up by structure. Order of screens: CHT PAM, CHT inh
# COCCCNC(=O)c1ccc(S(=O)(=O)c2ccc(C)cc2)c(NC(C)=O)c1 is listed with i, i
# COc1ccccc1CN(Cc1cc2c(C)ccc(C)c2[nH]c1=O)Cc1nnnn1Cc1ccco1 is listed with 6.38*, i

# Next structures.
SMILES,CHT PAM,CHT inh
Cc1ccc(OCC(=O)NNC(=O)C(=O)NC(C)(C)C)cc1,i,i
Cc1cc(C)nc(N/N=C/c2cn[nH]c2-c2ccc(F)cc2)n1,i,i
COc1ccc(-n2cccc2C=O)cc1OC,i,i
Cc1cc2c(c(N3CCOCC3)n1)C(=O)OC2,i,i
O=C(NCc1cn2ccccc2n1)c1ccc(Br)o1,i,i
O=C(CSc1nnc(NC(=O)C2CC(=O)N(c3ccccc3)C2)s1)NCC1CCCO1 (stereo not given),i,i
Cc1c(CNC(=O)c2cnn3c2NC(c2ccccc2)CC3C(F)(F)F)cnn1C (stereo not given),i,i
C=CCN1CC(c2nc3ccccc3n2Cc2cccc3ccccc23)CC1=O (stereo not given),i,i
O=C(/C=C/Nc1ccccc1Oc1ccccc1)c1ccco1,i,i
CCC(C)(C(=O)Nc1ccccc1C)N(C(=O)CNC(C)=O)c1ccccc1C (stereo not given),i,i
COc1ccccc1NC(=O)Cn1cnc2sc(C(=O)Nc3ccc(OC)c(OC)c3)c(C)c2c1=O,i,i
CC(C)CCNS(=O)(=O)c1cc2c3c(c1)CCN3C(=O)CC2,i,i
Cc1nc(=O)c(-c2ccccc2)c(C)n1Cc1ccccc1,i,i
COC(=O)c1[nH]c(C)c(/C(O)=C2\C(=O)C(=O)N(CCN(C)C)C2c2ccc(C)o2)c1C (stereo not given),i,i
COc1ccc(C2c3ccc(O)cc3Oc3ncn(CC(C)C)c(=N)c32)cc1 (stereo not given),i,i
Cc1ccsc1CNCc1cc(Cl)ccc1O,i,i
CCOC(=O)C1CCN(CC(O)COc2ccc(C(C)(C)CC)cc2)CC1 (stereo not given),i,i
c1cc2c3c(cccc3c1)C(N1CCCCC1)=N2,i,-6.03*
Cc1cccc2cc(CN(CC3CCCO3)C(=S)NCc3ccco3)c(=O)[nH]c12 (stereo not given),i,i
COc1ccc(CNC(=O)CCS(=O)(=O)c2ccc3c(c2)CCN3C(C)=O)cc1,i,i
COc1ccc(C(=O)[C@H]2[C@H]3C(=O)N(c4ccc(C)cc4)C(=O)[C@H]3C3C=CC=NN32)cc1 (stereo not given in full),i,i
CCC(=O)NC(C)c1nc2ccccc2n1C (stereo not given),i,i
CCNC(=S)Nc1cccc([N+](=O)[O-])c1,i,i
CCOC(=O)c1ccc(N2CCN(C(=O)c3ccccc3)CC2)c(NC(=O)c2ccco2)c1,i,i
COc1ccc(C(=O)COC(=O)C2CCC(=O)N2)cc1 (stereo not given),i,i
O=C(O)c1ccc(NC(=O)c2ccccc2NC(=O)c2ccccc2Cl)cc1,i,i
CC(C)Cc1csc(NC(=O)c2ccc(F)cc2)c1C(=O)O,i,i
COc1cc(-c2nc(C(=O)NC3CCCCC3)cc3c2[nH]c2ccccc23)cc(OC)c1OC,i,i
C=CCOC(=O)Nc1ccc(Cl)cc1NC(=O)OCC=C,i,i
O=C(CN1C(=O)S/C(=C\C=C\c2ccccc2)C1=O)Nc1cccc(O)c1,i,i
CCOC(=O)CNS(=O)(=O)c1ccc(S(=O)(=O)NC2CC2)cc1,i,i
Cc1nn(C)c(C)c1S(=O)(=O)NCc1cccs1,i,i
Cc1ccc(C(=O)N2CCCC(C(=O)c3ccc(Cl)cc3C)C2)cn1 (stereo not given),i,i
CNC(=S)Nc1cccc(S(=O)(=O)NC2=NCCC2)c1,i,i
O=C1c2cccnc2Oc2ccc(Cl)cc2N1Cc1ccc(F)cc1,i,i
C/C(=N/NS(=O)(=O)c1ccc(C)c(C)c1)c1c[nH]c2ccccc12,i,i
CCCN1CCC(NC(=S)Nc2ccc([N+](=O)[O-])cc2)CC1,i,i
COc1ccc2[nH]cc(C(=O)CN3CC(C)CC(C)C3)c2c1 (stereo not given),i,i
CC1(C)OC(=O)C(=CNc2ccccc2)C(=O)O1,i,i
Cc1[nH]c2ccccc2c1/C=N/Nc1cccc(C(=O)O)c1,i,i
